Source: PubChem (National Center for Advancing Translational Sciences (NCATS))
G9a block – blocks human histone lysine methyltransferase G9a; Q96KQ7; G9a H3K9 monomethylation, AlphaScreen, 2 h; Potency, µM (doses to about 102 µM), without a hit: top-dose activity, negative = inhibition, most hits filed as inhibitors; 350,000 tested, 8.8% active; AID 504332; also: potency is read from the fitted curve at half-maximal effect; % is scaled to controls: 0 for no effect and ±100 for the full control effect; nearly all actives have a fitted effect of over 75% in size
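Using a bead-based AlphaScreen, monomethylated H3K9 product from 2 h room-temperature reactions (G9a 20 nM, peptide 500 nM, SAM 20 uM) was detected with 0.5 ug/mL rabbit anti-H3K9me1 antibody.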
PI4K2A block – blocks human PI4K2A kinase activity. purified PI4K2A, ADP-Glo luminescence, 1 h; hits give low values. activity change, negative = inhibition, % at 76.9 µM. 420,000 tested, 0.13% active. AID 1346378; in the data active = activity change below about -50%; inconclusive = mostly about -30% to -49%;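 also: -100% = wells without enzyme as full effect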
Target sequence (Q9BTU6 whole entry, looked up): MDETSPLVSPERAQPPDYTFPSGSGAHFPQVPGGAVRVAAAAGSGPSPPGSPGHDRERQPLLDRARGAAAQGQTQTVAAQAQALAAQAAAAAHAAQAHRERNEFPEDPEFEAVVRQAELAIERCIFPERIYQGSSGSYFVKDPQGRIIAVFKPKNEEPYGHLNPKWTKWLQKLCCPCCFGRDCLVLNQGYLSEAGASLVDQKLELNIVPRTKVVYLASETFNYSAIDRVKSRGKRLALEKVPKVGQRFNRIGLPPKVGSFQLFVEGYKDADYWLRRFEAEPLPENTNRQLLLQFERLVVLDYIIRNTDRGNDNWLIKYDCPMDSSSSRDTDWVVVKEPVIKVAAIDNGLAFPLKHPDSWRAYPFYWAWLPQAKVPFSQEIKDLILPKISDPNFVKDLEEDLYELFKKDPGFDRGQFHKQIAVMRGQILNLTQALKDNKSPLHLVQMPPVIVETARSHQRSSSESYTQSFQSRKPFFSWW
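In this quantitative HTS, ADP production by PI4K2A was quantified luminescently after 1 h at ambient temperature; 100 microM adenosine served as plate-quality control.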
ERG Ets-DNA blk – inhibitors of human ERG Ets domain-DNA interaction; P11308; fluorescence polarization, His-ERG Ets domain / labelled DNA; Potency, µM (titrated, usually from 76.9 µM), without a hit: top-dose FP activity, negative = inhibition, most hits filed as inhibitors; 370,000 tested, 0.028% active; AID 624246; active = well fitted inhibition curve with a large enough effect in the polarisation, with a control signal flat; inconclusive = small, poorly fitted or top-dose-only effect, or effect the other way, or a change in a side signal; inactive = no such curve, though single readings can be large or run the other way; the % refers to the polarisation;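 also: polarization taken with two DNA probes labelled with fluorescein and Texas red; potency is read from the fitted curve at half-maximal effect; % of control where 0% means no effect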
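His-tagged ERG Ets domain (1 uM in the protein solution; 300mM KCl, 50mM Tris-HCl, 1mM EDTA, 1mM DTT, pH 7.5) received compound, then a probe mix of 5 nM fluorescein-DNA and 100nM Texas-615-DNA. Fluorescence polarization was read for both dyes.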
RGS4 inh – blocks human RGS4-accelerated GTP hydrolysis; P49798; Transcreener GDP fluorescence polarization, RGS4-accelerated GTP hydrolysis; Potency, µM (doses to about 114 µM), inactives show at the top dose activity change, negative = inhibition, hits mostly inhibitors; 390,000 tested, 0.039% active; AID 504845; also: potency is read from the fitted curve at half-maximal effect; % is scaled to controls: 0 for no effect and ±100 for the full control effect; nearly all actives have a fitted effect of over 75% in size; some results filed as inactive show a strong effect at the top dose
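MLSMR compounds (23 nl, pin-transferred) preincubated 10 min at room temperature with a 500nM (2x) first reagent, then RGS4 at 900nM (2x) plus Transcreener GDP mix added; fluorescence polarization (620/688 nm) read before and after 90 min at 30 °C.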
BAZ2B inh – BAZ2B (human) inhibition; Q9UIF8; AlphaScreen BAZ2B-H3K14Ac peptide displacement; Potency, µM (highest dose often 114 µM), for the others: top-dose activity change, negative = inhibition, actives largely listed as inhibitors; 360,000 tested, 4.4% active; also: potency is read from the fitted curve at half-maximal effect; % is scaled to controls: 0 for no effect and ±100 for the full control effect; nearly all actives have a fitted effect of over 60% in size
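BAZ2B 50 nM plus b-H3(5-23)K14Ac 50 nM, PBS pH 7.4/0.01% Tween-20, 30 min RT; compound added (max 110 uM), 30 min RT; streptavidin donor/Ni-chelate acceptor beads 10 ug/mL final, 20 min dark; AlphaScreen read.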
12-LOX inh – inhibitors of human 12S-lipoxygenase ALOX12; purified 12hLO, xylenol orange hydroperoxide absorbance; Potency, µM (doses to about 108 µM), for inactives: at the highest dose activity change, negative = inhibition, hits mostly inhibitors; 580,000 tested, 1.1% active; also: potency is read from the fitted curve at half-maximal effect; % is scaled to controls: 0 for no effect and ±100 for the full control effect
Target sequence (P18054 whole entry, looked up): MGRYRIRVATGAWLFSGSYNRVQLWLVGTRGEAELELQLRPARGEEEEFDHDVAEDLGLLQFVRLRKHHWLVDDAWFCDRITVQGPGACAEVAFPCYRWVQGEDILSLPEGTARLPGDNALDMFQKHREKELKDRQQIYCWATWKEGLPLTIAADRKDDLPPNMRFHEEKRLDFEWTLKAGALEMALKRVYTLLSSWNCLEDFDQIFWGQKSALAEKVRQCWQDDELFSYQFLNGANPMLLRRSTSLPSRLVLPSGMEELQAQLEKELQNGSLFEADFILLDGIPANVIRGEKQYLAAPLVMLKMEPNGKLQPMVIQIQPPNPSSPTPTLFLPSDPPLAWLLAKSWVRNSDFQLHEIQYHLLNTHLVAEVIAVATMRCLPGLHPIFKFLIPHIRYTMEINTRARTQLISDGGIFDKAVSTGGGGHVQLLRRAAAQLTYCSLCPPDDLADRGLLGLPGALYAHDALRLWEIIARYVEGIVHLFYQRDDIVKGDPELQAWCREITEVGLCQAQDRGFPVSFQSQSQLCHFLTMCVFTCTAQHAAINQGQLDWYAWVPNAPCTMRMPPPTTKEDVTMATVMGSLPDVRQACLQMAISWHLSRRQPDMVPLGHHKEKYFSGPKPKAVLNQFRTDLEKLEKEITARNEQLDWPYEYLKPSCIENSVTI
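Purified human 12hLO at 150 nM in 25 mM Hepes, 0.01% Triton X-100, pH 7.0, preincubated 15 min at room temperature with compound. Reaction started with 40 uM arachidonic acid, 30 min at room temperature. Hydroperoxide measured by Fe-xylenol orange, 573/405 nm absorbance ratio.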
GLS inh – glutaminase GLS (human) inhibition; GLS enzymatic activity, qHTS titration; Potency, µM (top dose mostly 45.5 µM), inactives show top-dose activity change, negative = inhibition, usual class: inhibitors; 410,000 tested, 0.21% active; AID 624170; also: potency is read from the fitted curve at half-maximal effect; % is scaled to controls: 0 for no effect and ±100 for the full control effect
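Enzyme dispensed in phosphate buffer (45 mM, pH 8.2, 0.02% Tween-20), compounds pinned in, then 1 mM L-glutamine solution and the glutamate oxidase–HRP–Amplex Red mix added; fluorescence read immediately and again after 30 min at room temperature.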
JMJD2A Tudor – inhibitors of human JMJD2A Tudor domain. 390,000 tested, 4.4% active. AlphaScreen JMJD2A-Tudor / H3K4me3 peptide binding. O75164. Potency, µM (doses to about 114 µM), inactives show at the highest dose activity change, negative = inhibition, usual class: inhibitors; also: potency is read from the fitted curve at half-maximal effect; % is scaled to controls: 0 for no effect and ±100 for the full control effect; nearly all actives have a fitted effect of over 50% in size
HP1b binding inh – HP1-beta chromodomain-methylated histone interaction inhibition | P83916 | AlphaScreen HP1-beta / biotin-H3K9me3 peptide binding | Potency, µM (top dose mostly 114 µM), for the others: at the top dose activity change, negative = inhibition, most hits filed as inhibitors | 390,000 tested, 0.56% active; also: potency is read from the fitted curve at half-maximal effect; nearly all actives have a fitted effect of over 70% in size; inactives centre near 23
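HP1-beta protein (50 nM final) preincubated 30 min at room temperature with biotinylated H3(1-18)K9me3 peptide (50 nM) in PBS pH 7.4, 0.01% Tween-20, then compound added for 30 min. AlphaScreen streptavidin donor/nickel chelate acceptor beads (10 ug/mL final), 30 min dark, luminescence read.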
Numbers without * were called inactive; ? = inconclusive; nt = not tested or not shown; & = joins results of further samples; [ ] = another dose, or the depositor's remark. Unless noted, calls follow the shape of the dose curve; as a rule, active = well fitted curve in the direction sought with a large enough effect; inconclusive = small, poorly fitted or top-dose-only effect, or another doubt; inactive = no such curve, though single readings can be large; an effect the other way counts as inactive or inconclusive.

#	RGS4 inh	JMJD2A Tudor	BAZ2B inh	PI4K2A block	12-LOX inh	HP1b binding inh	ERG Ets-DNA blk	GLS inh	G9a block	Structure
1	-2.1%	-14.4%	9.2%	-0.3	151.6%[activator]	26.9%	-3.3%	-0.2%	16.2%[2.33 µM]	Cc1ccc(NC(=O)COc2ccccc2C(=O)NCc2ccccc2)cc1
2	26.2%	-0.3%	-2.9%	-1.3	0.0%	42.5%[activator]	9.3%	-0.3%	28.9%[0.501 µM]	COc1cc(/C=C/C(=O)N(C)c2ccccc2C(=O)O)cc(OC)c1OC
3	-17.7%	-19.3%	-22.2%	2.6	7.7%	12.2%	-9.9%	0.3%	?	Cc1ccc(NCC(=O)N2CCN(S(=O)(=O)c3ccccc3)CC2)cc1F
4	5.4%	-10.2%	0.4%	5.1	-20.2%	22.6%	10.8%	-19.5%	-36.2%[59 µM]	COc1ccc(OC)c(C(c2nnnn2Cc2ccccc2)N2CCC(C(N)=O)CC2)c1 (stereo not drawn)
5	4.5%	-12.2%	nt	-0.8	-0.6%	26.2%	7.0%	3.5%	nt	O=C(Cn1cnc2c(NCc3ccccc3)ncnc21)NCCCc1ccccc1
6	?	7.08µM*	?	1.9	6.31µM*	?	7.7%	11.1%	1.78µM*	S=c1nc(-c2ccco2)[nH][nH]1
7	-11.8%	-6.4%	-2.7%	-2.8	1.1%	28.9%	-2.6%	0.1%	9.4%[59 µM]	Cc1cccc(CNC(=O)c2ccc(NC(=O)N3CCSc4ccccc43)cc2)c1
8	-8.6%	3.2%	-4.2%	2.0	7.9%	37.4%	15.5%	-9.0%	25.6%	Cc1ccc2c(c1)N(CC(=O)NCC1CCCO1)C(=O)C(C(C)C)O2 (stereo not drawn)
9	-6.9%	4.2%	-13.5%	1.3	-25.8%	30.0%	3.6%	2.7%	4.0%[59 µM]	Cc1ccccc1CN1c2ccccc2-c2nc(SCC(N)=O)ncc2S1(=O)=O
10	-0.5%	-10.5%	9.5%	2.9	-10.9%	11.7%	1.8%	-3.9%	23.0%[59 µM]	COc1cc(CC(C#N)(CO)c2nc3ccccc3[nH]2)ccc1OC(F)F (stereo not drawn)
11	15.7%	?	-30.6%	-0.6	24.9%	7.9%	4.3%	23.2%	?	COc1ccc(N2CCN(CCCNS(=O)(=O)c3ccc4c(c3)oc(=O)n4C)CC2)cc1
12	-2.0%	-26.2%	-27.8%	-3.9	7.4%	0.5%	-9.3%	0.8%	?	Nc1ccc2c(c1)C(=O)c1ccccc1C2=O
13	9.1%	-10.2%	-5.6%	-5.3	-3.5%	37.7%	-6.8%	0.4%	79.4µM*	Cc1ccccc1CN1CCNC(=O)C1CC(=O)NCCN1CCCCC1=O (stereo not drawn)
14	nt	nt	0.4%	-2.3	-1.2%[22.9 µM]	nt	nt	nt	-4.3%[59 µM]	CC1(C)O[C@@H]2[C@@H](CO[C@@]3(COS(N)(=O)=O)OC(C)(C)O[C@@H]23)O1
15	?	?	nt	-7.9	3.0%	21.7%	9.1%	-13.2%	nt	CC(C)C[C@@H](CNCC(=O)[C@H](CC(C)C)NC(=O)c1[nH]cnc1C(=O)N[C@H](CN)CC(C)C)NC(=O)c1nc[nH]c1C(=O)N[C@@H](Cc1ccccc1)C(=O)O
16	11.6%	-22.4%	4.7%	-2.6	?	21.2%	30.5%[activator]	5.3%	8.2%	Cc1cccc(NC(=O)CCC(=O)N/N=C/c2ccc(O)cc2O)c1

Sorted by heavy-atom count (ascending): 4 of the compounds above.
#	RGS4 inh	JMJD2A Tudor	BAZ2B inh	PI4K2A block	12-LOX inh	HP1b binding inh	ERG Ets-DNA blk	GLS inh	G9a block	Structure
12	-2.0%	-26.2%	-27.8%	-3.9	7.4%	0.5%	-9.3%	0.8%	?	Nc1ccc2c(c1)C(=O)c1ccccc1C2=O
14	nt	nt	0.4%	-2.3	-1.2%[22.9 µM]	nt	nt	nt	-4.3%[59 µM]	CC1(C)O[C@@H]2[C@@H](CO[C@@]3(COS(N)(=O)=O)OC(C)(C)O[C@@H]23)O1
1	-2.1%	-14.4%	9.2%	-0.3	151.6%[activator]	26.9%	-3.3%	-0.2%	16.2%[2.33 µM]	Cc1ccc(NC(=O)COc2ccccc2C(=O)NCc2ccccc2)cc1
7	-11.8%	-6.4%	-2.7%	-2.8	1.1%	28.9%	-2.6%	0.1%	9.4%[59 µM]	Cc1cccc(CNC(=O)c2ccc(NC(=O)N3CCSc4ccccc43)cc2)c1

(next part)
#	RGS4 inh	JMJD2A Tudor	BAZ2B inh	PI4K2A block	12-LOX inh	HP1b binding inh	ERG Ets-DNA blk	GLS inh	G9a block	Structure
17	6.6%	-17.1%	7.1%	-1.3	1.0%[57.4 µM]	20.1%	nt	12.2%	?	COc1cc2c(cc1OC)CN(C(=O)C(C)(C)C)CC2
18	-7.7%	-5.1%	-14.4%	-3.3	8.0%	39.9%[activator]	-7.9%	-5.6%	2.6%[0.501 µM]	COc1ccc(Cl)cc1NC(=O)c1cc(-c2ccccc2)on1
19	-0.2%	-11.5%	nt	-3.0	6.5%	14.7%	-7.2%	8.7%	?	O=C(CN1C(=O)CSC1=O)Nc1ccc(C(=O)O)cc1
20	6.7%[11.4 µM]	-18.1%[57.1 µM]	-3.4%[57.1 µM]	0.5	0.0%	15.7%	-0.8%	-2.5%	22.5%	COC(=O)C(C)N(C#N)c1nc(C)cc(C)n1 (stereo not drawn)
21	4.9%	-32.4%	?	13.1	4.1%	10.5%	3.1%	6.2%	-6.5%[59 µM]	NC(=O)c1ccsc1NC(=O)COC(=O)c1ccccn1
22	8.3%	-18.7%	-11.8%	5.0	-13.6%	25.7%	2.1%	-8.8%	-8.4%[59 µM]	COc1cc(C2C(C(=O)Nc3ccccc3)=C(C)Nc3nc(SCC(=O)c4ccc(C)cc4)nn32)ccc1O (stereo not drawn)
23	16.3%	-10.6%	-1.6%	-1.3	3.9%	24.8%	1.9%	3.2%	-5.6%[59 µM]	CC(=O)NC(CCS(C)(=O)=O)C(=O)Nc1ccc(Oc2ccccc2)cc1 (stereo not drawn)
24	-3.3%	-8.6%	4.0%	3.4	0.2%	23.7%	2.9%	4.2%	-8.0%[2.33 µM]	Cc1ccccc1-c1nc2c(s1)CCc1onc(-c3ccc(Cl)cc3)c1-2
25	25.2%	-34.9%	-24.6%	-3.7	3.2%	-4.1%	?	3.0%	-47.8%[59 µM]	CCOC(=O)c1ccc(N2CCN(c3ccccc3F)CC2)c(NC(=O)Nc2cccc(OC)c2)c1
26	28.5%	-6.4%	-22.8%	-1.8	4.5%	11.5%	nt	9.7%	44.7%[12.7 µM]	C/C(=N\NC(=O)Cc1ccccc1)c1cccs1
27	2.4%	-16.6%	-0.3%	2.8	-9.0%	7.0%	-1.1%	1.4%	-7.7%[59 µM]	COc1ccc(-c2noc(-c3ccc(N4CCN(c5ccccc5OC)CC4)c([N+](=O)[O-])c3)n2)cc1
28	-12.2%	-16.5%	-0.3%	8.7	-13.9%	4.7%	2.2%	5.4%	?	Cc1cccc(C)c1NC(=O)CN(C)C(=O)C(c1ccccc1)c1ccccc1
29	?	-13.2%	10.1%	-20.8	20.8%	21.4%	-0.6%	-5.9%	-4.0%	Cc1nnc(NC(=O)c2ccco2)s1
30	-19.3%	1.4%	-2.4%	6.7	23.1%	28.0%	-26.9%	-13.4%	-4.9%[2.33 µM]	O=C(Nc1ccc(Oc2ccc(NC(=O)Nc3ccccc3Cl)cc2)cc1)Nc1ccccc1Cl
31	-4.2%	-3.3%	-3.5%	-0.5	?	21.8%	-0.2%	4.8%	-31.3%	CN(C)S(=O)(=O)c1ccc(N2CCCC2)c(C(=O)NC2CCCCC2)c1
32	-4.0%[11.4 µM]	-31.3%[11.4 µM]	13.4%	12.9	0.0%	-2.9%	-0.9%	?	20.5%	O=C(O)CCCC(=O)Nc1ccn(-c2ccccc2)n1
33	-9.0%	?	?	-4.1	-26.3%	108.7%[activator]	28.4%	3.0%	?	O=C(N/N=C/c1ccncc1)c1cc(-c2ccc(Br)s2)[nH]n1
34	3.2%	-17.7%	-5.0%&-31.0%	-1.2&10.1	-14.0%&4.5%	10.2%&32.6%	-1.1%&7.7%	-0.1%&0.2%	2.3%&0.8%[59 µM]	COc1cc2c(C(=O)N3CCN(c4cccc(Cl)c4)CC3)cn(C)c(=O)c2cc1OC
35	4.8%	5.4%	nt	9.1	5.1%	48.9%[activator]	6.7%	1.2%	nt	CCc1nnc(NC(=O)CCC2CCCCC2)s1
36	-10.9%	-13.7%	-2.3%	2.1	9.6%	39.3%[activator]	7.5%	6.1%	-11.8%	O=C(COc1ccc2ccccc2c1)N/N=C/C1CC=CCC1 (stereo not drawn)
37	-33.1%	-4.2%	1.2%	-2.6	3.6%	-22.9%	-1.2%	5.1%	5.8%[59 µM]	CCOC(=O)c1c(NC(=O)c2nc(S(C)(=O)=O)ncc2Cl)sc(C(C)=O)c1C
38	-4.1%	-5.0%	0.1%	0.5	-10.9%	22.3%	2.8%	4.5%	50.1µM*	NC(=O)C1CCCN(C(=S)NCc2ccc3c(c2)OCO3)C1 (stereo not drawn)
39	20.9%	-20.8%	-10.1%[57.1 µM]	-2.4	-4.7%	27.7%	-13.5%	-0.9%	21.1%	CC(C)c1c(C(=O)N/N=C/c2cccs2)nnn1-c1nonc1N

Some of the compounds tested; count on the stated rates, not on these rows.
